High-throughput results as filed in PubChem.
A549 tox: kills or reduces viability of A549 cells in Nrf2 counter-screen; A549 ARE-Fluc cells, CellTiter-Fluor viability, 18-24 h; Potency, µM (titrated, usually from 46 µM), for the others: at the top dose activity change, negative = cytotoxicity, hits mostly inhibitors; 0.16% of 390,000 active; AID 504648; note: potency is the fitted concentration of half-maximal effect; % is set by controls: 0 for no effect and ±100 for the full control effect
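A549 ARE_Fluc cells in 5% FBS OPTI-MEM were exposed to compounds in concentration-response for 18-24 h at 37 deg C. Viability was read by CellTiter-Fluor fluorescence (Ex 405/Em 525) after 30 min, before the luciferase read.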
TGFb inhibitor: inhibitors of TGF-b signaling; Potency, µM (series often up to 46.1 µM), for the others: at the highest dose activity, negative = inhibition, hits mostly inhibitors; 1.2% of 410,000 active; HepG2 CAGA-GFP TGF-b/SMAD3 reporter, GFP fluorescence, 18 h; TGF-beta stimulated, 500 pg/mL final; note: potency is the fitted concentration of half-maximal effect; % is set by controls: 0 for no effect and ±100 for the full control effect; nearly all actives have a fitted effect of over 65% in size
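First, reporter cells (HEPG2 CAGA-GFP) rested 2 h at 37 degrees C. Next, compounds were pinned in and TGF-beta added to 500 pg/mL final. After 18 h, GFP was imaged per cell and summed per well.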
CCT chaperon mod: changes cytosolic chaperonin activity; purified chaperonin ATPase assay, HTRF ADP detection, 30 min; activity change, % (test concentration not listed), hits read low; 0.3% of 360,000 active; AID 651819; in the data active = activity change below about -30%; note: % is set by controls: 0 for no effect and ±100 for the full control effect
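We incubate TRiC, 40 or 20 nM final, with library compounds at 76 uM and 10 uM ATP for 30 min at 37 °C. ADP formed is detected with Transcreener HTRF reagents after 30 min at room temperature.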
Nrf2 activator: Nrf2 pathway activation; AREc32 ARE-luciferase reporter (MCF7-derived line), luminescence, 24 h; Potency, µM (top dose mostly 46.1 µM), for inactives: at the highest dose activation, actives largely listed as activators; 0.31% of 410,000 active; AID 624171; note: potency is the fitted concentration of half-maximal effect; % of control where 0% means no effect; nearly all actives have a fitted effect of over 65% in size
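Nrf2 activation is followed as ARE-luciferase induction in the AREc32 line after one day of compound treatment; luminescence is read with Steady-Glo.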
HepG2 viability: counter-screen for TGF-b inhibitors: cytotoxicity in HepG2 cells; HepG2 CAGA-GFP viability, ATP luminescence, 18 h; Potency, µM (top dose mostly 46.1 µM), for inactives: at the top dose activity change, negative = cytotoxicity, most hits filed as cytotoxic; 0.76% of 410,000 active; AID 588856; note: potency is the fitted concentration of half-maximal effect; some results filed as inactive show a strong effect at the top dose
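HepG2 CAGA-GFP cells (1000/well, DMEM with 1% FBS) received compound, then TGF-beta at 500 pg/mL final, and were incubated 18 hours at 37 degrees C. Viability was read by CellTiter-Glo luminescence. Media-only wells were set as complete cell-killing and DMSO as no toxicity.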
Mm-Cpn inhibitor: inhibitors of Methanococcus maripaludis chaperonin (MmCpn); purified Mm-Cpn ATPase, ADP Transcreener TR-FRET; Potency, µM (top dose mostly 76.9 µM), without a hit: at the top dose activity, negative = inhibition, actives largely listed as inhibitors; 0.031% of 330,000 active; note: potency is the fitted concentration of half-maximal effect; % is set by controls: 0 for no effect and ±100 for the full control effect; nearly all actives have a fitted effect of over 80% in size
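ATPase read-out: TR-FRET ADP immunoassay (anti-ADP Eu cryptate vs ADP-d2), ex 320 nm, em 590/665 nm; signal drops as ADP forms. Enzyme 25 nM, ATP 10 uM, 30 min at 37°C after 10 min compound preincubation.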
Abeta yeast res: restores growth of yeast expressing A-beta42 peptide; AID 1347071; Potency, µM (top dose mostly 46.1 µM), for the others: top-dose growth rescue, actives largely listed as activators; yeast expressing A-beta42, growth rescue, OD600, 48 h; response scale: 0% DMSO, 100% iron-clioquinol control; 0.063% of 410,000 active; note: potency is the fitted concentration of half-maximal effect; nearly all actives have a fitted effect of over 55% in size
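Growth rescue measured by 600 nm absorbance after 48 h yeast culture at 30 C with compound. Values normalized between DMSO and an equimolar ferric chloride plus clioquinol control.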
Akt phos inh: blocks phosphorylation of Akt | activity change, % for hits at 50 µM | Neuro2A IGF-stimulated pAkt S473 HTRF, 20 min; hits give low values | 0.32% of 360,000 active; in the data active = activity change below about -80%; inconclusive = mostly about -51% to -80%; note: % is set by controls: 0 for no effect and ±100 for the full control effect
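Neuro2A cells in DMEM with 0.5% FBS, overnight at 37 deg C, given compound at single 50 µM final, then IGF (6 nM final) for 20 min at 37 deg C. Lysed; phospho-Akt Ser473 by HTRF after 24 h, 665/615 ratio.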
Nrf2 inh: Nrf2 pathway inhibition. A549 ARE-Fluc reporter, luciferase luminescence, 18-24 h. AID 504444. 2.1% of 360,000 active. Potency, µM (highest dose often 46 µM), for inactives: at the highest dose activity change, negative = inhibition, actives largely listed as inhibitors; note: potency is the fitted concentration of half-maximal effect; % is set by controls: 0 for no effect and ±100 for the full control effect; nearly all actives have a fitted effect of over 60% in size
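Quantitative HTS in A549 cells stably bearing an antioxidant response element-firefly luciferase construct. Inhibition of Nrf2-driven transcription was scored by luminescence after 18-24 h of compound exposure at 37 °C.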
Numbers without * were called inactive; i = inactive; ? = inconclusive; . = no result given; [ ] = dose if it differs, or a comment. Unless noted, calls come from the whole dose curve; as a rule, active = well fitted curve in the direction sought with a large enough effect; inconclusive = small, poorly fitted or top-dose-only effect, or another doubt; inactive = no such curve, though single readings can be large; an effect the other way counts as inactive or inconclusive.

mol,A549 tox,TGFb inhibitor,CCT chaperon mod,Nrf2 activator,HepG2 viability,Mm-Cpn inhibitor,Abeta yeast res,Akt phos inh,Nrf2 inh
CCN1C(=O)CS/C1=N\S(=O)(=O)c1ccc(Cl)cc1,3%,34%[activator],0.9,0.3%,16%,-1%,-16%,i,-8%
CN(Cc1c(C(=O)N/N=C/c2cccc(O)c2)nnn1-c1nonc1N)c1ccccc1,-10%,-3%,0.5,0.1%,-11%,1%,11%,i,-3%
O=C(CCS(=O)(=O)c1cc(Br)cc2c1N(C(=O)C1CC1)CC2)NCc1ccco1,-3%,-5%,-4.0,0.5%,-19%,0%,8%,i,.
O=C1CC(SCCc2nc3ccccc3[nH]2)C(=O)N1c1ccc(Cl)cc1 (stereo not given),-8%,0%,-1.8,2.0%,-10%,0%,4%,i,9%
CN(C)c1ccc(C2(c3ccc(N(C)C)cc3)OC(=O)c3cc(N)ccc32)cc1,-3%,4%,-0.3,0.3%,3%,-7%,6%,i,?
CSc1ncccc1C(=O)Nc1ccc(S(=O)(=O)N2CCCC2)cc1,-12%,7%,1.3,0.1%,0%,-2%,3%,i,?
Cc1c(/C=N/Nc2ccc(C(=O)O)cc2)c2ccccc2n1C,0%,-6%,-1.1,-0.1%,-13%,0%,29%,i,?
CC(NC(=O)N1CCN(c2ccccc2F)CC1)c1ccc(F)c(F)c1 (stereo not given),8%,11%,-0.8,0.3%,0%,1%,-6%,i,2%
O=C(CN1C(=O)C2CC=CCC2C1=O)Nc1ccc(F)c(Cl)c1 (stereo not given),.,1%,-2.8,-0.8%,20%,.,1%,i,.
S=c1[nH]nc(-c2cccs2)n1Cc1ccccc1,1%,7%,-1.1,-0.6%,-73%,-3%,-20%,i,-8%
CCOc1ccc(CCNC(=O)Cn2c(C)c3cnn(-c4ccccc4)c(=O)c3c2C)cc1,3%,-13%,.,-0.5%,-19%,.,-10%,.,-17%
C=CCn1c(SCCOc2ccc(OC)cc2)nnc1C(CO)NC(=O)c1ccc(OC)cc1 (stereo not given),-19%,-3%,-0.4,0.1%,-32%,1%,-8%,i,-2%

Reformatted: results already given
> CCOc1ccc(CCNC(=O)Cn2c(C)c3cnn(-c4ccccc4)c(=O)c3c2C)cc1
  A549 tox: 3%	TGFb inhibitor: -13%	CCT chaperon mod: .	Nrf2 activator: -0.5%	HepG2 viability: -19%	Mm-Cpn inhibitor: .	Abeta yeast res: -10%	Akt phos inh: .	Nrf2 inh: -17%

> C=CCn1c(SCCOc2ccc(OC)cc2)nnc1C(CO)NC(=O)c1ccc(OC)cc1 (stereo not given)
  A549 tox: -19%	TGFb inhibitor: -3%	CCT chaperon mod: -0.4	Nrf2 activator: 0.1%	HepG2 viability: -32%	Mm-Cpn inhibitor: 1%	Abeta yeast res: -8%	Akt phos inh: i	Nrf2 inh: -2%

(listing goes on)
mol,A549 tox,TGFb inhibitor,CCT chaperon mod,Nrf2 activator,HepG2 viability,Mm-Cpn inhibitor,Abeta yeast res,Akt phos inh,Nrf2 inh
Cc1cc(=O)[nH]c(N/N=C/c2ccc3c(c2)OCCO3)n1,-4%,-4%,-2.3,2.1%,-1%,2%,2%,i,20%
O=C(Nc1cccc(N=Cc2cc(Cl)cc(Br)c2O)c1)c1ccco1,-5%,-23%,-1.8,3.6%,5%,-3%,0%,i,?
Cc1coc2cc3oc(=O)c(CC(=O)N[C@@H](CC(C)C)C(=O)O)c(C)c3cc12,-4%,4%,0.0,-0.6%,11%,-1%,0%,i,2%
CC(=NNC1=NCCN1)c1cn(C2=NCCN2)nc1C,.,-18%,-0.5,0.5%,-17%,.,-17%,i,.
COc1ccc(C2CC(=O)C3=C(C2)NC(C)=C(C#N)C3c2ccc(N(C)C)cc2)cc1 (stereo not given),-14%,6%,-1.6,-0.3%,-26%,?,16%,i,?
O=C(O)c1nn(CCOc2ccc(Br)cc2)c(=O)c2ccccc12,-3%,9%,-1.4,3.0%,-6%,2%,1%,i,1%
O=C(COC(=O)c1ccccn1)Nc1cccc2ccccc12,11%,1%,0.3,-0.3%,-2%,-2%,8%,i,-3%
O=C1NNC(=O)C2C3C=CC(C4CC34)C12 (stereo not given),9%,?,-0.9,0.2%,-12%,0%,0%,i,12%
CCCCN(C(=O)C1CCCC1)c1c(N)n(CC(C)C)c(=O)[nH]c1=O,1%,-8%,1.3,-0.8%,-4%,0%,11%,i,-21%
O=C(CN(C(=O)c1csnn1)c1ccc2c(c1)OCCO2)NCc1ccc(F)cc1,3%,-3%,1.0,2.7%,-3%,2%,-10%,i,17%
O=C(COC(=O)CCC(NC(=O)OCc1ccccc1)C(=O)OCC(=O)Nc1ccccc1)Nc1ccccc1 (stereo not given),-4%,-4%,-1.6,-0.1%,0%,?,17%,i,?
COc1ccc(C(=O)Nc2ccc([N+](=O)[O-])cn2)cc1OC,1%,-8%,-0.9,-0.2%,-3%,1%,4%,i,7%
CCc1ccccc1NC1c2ccccc2C(=O)N1c1cccnc1 (stereo not given),1%,3%,-1.5,0.5%,-9%,-2%,5%,i,-4%
CCN(CC)CCN(C(=O)CCS(=O)(=O)c1ccccc1)c1nc2cc(OC)c(OC)cc2s1,-3%,?,0.6,4.4%,-34%,0%,1%,i,24%
O=C(O)c1ccc(CNC(=S)Nc2ccccc2)cc1,0%,9%,-0.6,2.0%,-11%,2%,-10%,i,-2%
CCN(C[C@H]1N[C@@](Cc2ccccc2)(C(=O)OC)[C@H]2C(=O)N(C)C(=O)[C@@H]12)S(=O)(=O)c1ccc(OC)cc1,-9%,2%,-4.9,-0.4%,1%,-1%,2%,i,-1%
C=CCNc1nc2cc(-c3cccc(NC(C)=O)c3)sc2c(=O)n1C,.,2%,2.4,9.7%,0%,.,4%,i,.
CCOc1ccc(NC(=O)CN2CCN(c3ccc(Cl)cc3)CC2)cc1,-5%,?,.,0.4%,-20%,.,25%,.,.
CCCCn1c(=O)c(CCC(=O)OCC(=O)NC(=O)NCCC(C)C)nc2ccccc21,10%,-2%,-2.4,-0.4%,-14%,2%,-6%,i,1%
COc1ccc(OCc2cc(C(=O)NCC(C)Oc3cccnc3)no2)c(Cl)c1 (stereo not given),-5%,-5%,-2.0,3.5%,-17%,4%,-3%,i,16%
CC1(C(=O)NS(=O)(=O)c2cccs2)CCN1C(=O)c1ccccc1CCc1ccccc1 (stereo not given),.,-27%,-2.4,1.7%,21%,.,-12%,i,.
CCC1=NN(C(=O)c2ccc(Cl)cc2)C(O)(c2ccc(C)cc2)C1 (stereo not given),-18%,11µM*,-2.7,-0.2%[9.22 µM],13µM*,3%,-1%,i,-12%
O=C(NC1CCCc2ccccc21)c1cncc(Br)c1 (stereo not given),13%,0%,0.8,0.2%,-5%,0%,4%[9.22 µM],i,.
O=c1c(/C=C(\O)c2ccc(F)cc2)nc2ccccc2n1-c1ccccc1,15%,?,0.7,-0.6%,0%,1%,-3%,i,-25%

In the list so far, these have fluorine.
mol,A549 tox,TGFb inhibitor,CCT chaperon mod,Nrf2 activator,HepG2 viability,Mm-Cpn inhibitor,Abeta yeast res,Akt phos inh,Nrf2 inh
CC(NC(=O)N1CCN(c2ccccc2F)CC1)c1ccc(F)c(F)c1 (stereo not given),8%,11%,-0.8,0.3%,0%,1%,-6%,i,2%
O=C(CN1C(=O)C2CC=CCC2C1=O)Nc1ccc(F)c(Cl)c1 (stereo not given),.,1%,-2.8,-0.8%,20%,.,1%,i,.
O=C(CN(C(=O)c1csnn1)c1ccc2c(c1)OCCO2)NCc1ccc(F)cc1,3%,-3%,1.0,2.7%,-3%,2%,-10%,i,17%
O=c1c(/C=C(\O)c2ccc(F)cc2)nc2ccccc2n1-c1ccccc1,15%,?,0.7,-0.6%,0%,1%,-3%,i,-25%

Sorted by value in TGFb inhibitor (rising): 3 from the list above
| Compound | TGFb inhibitor |
| --- | --- |
| COc1ccc(OCc2cc(C(=O)NCC(C)Oc3cccnc3)no2)c(Cl)c1 (stereo not given) | -5% |
| CCCCn1c(=O)c(CCC(=O)OCC(=O)NC(=O)NCCC(C)C)nc2ccccc21 | -2% |
| O=C(NC1CCCc2ccccc21)c1cncc(Br)c1 (stereo not given) | 0% |

(more compounds)
mol,A549 tox,TGFb inhibitor,CCT chaperon mod,Nrf2 activator,HepG2 viability,Mm-Cpn inhibitor,Abeta yeast res,Akt phos inh,Nrf2 inh
Cc1nnc(SCC(=O)Nc2sccc2C#N)n1Cc1ccccc1,4%,15%,-1.4,0.1%,1%,.,22%,i,.
COC(=O)C(Cc1ccc(O)cc1)NC(=O)C12CC3CC(CC(C3)C1)C2 (stereo not given),-4%,?,-0.8,-0.8%,-8%,1%,8%,i,16%
CN(C)S(=O)(=O)N1CCN(C(=O)c2cccs2)CC1,1%,-5%,2.1,-0.6%,17%,-1%,2%,i,10%
O=C(Nc1cccc(NC(=O)c2ncn[nH]2)c1)c1cccc(Cl)c1,-6%,4%,-4.2,2.7%,-21%,1%,7%,i,-13%
CCn1c(CNC(=O)c2ccc(OC)cc2)nnc1SCC(=O)Nc1ccc(OC)cc1,-10%,2%,.,-1.1%,21%,.,-10%,.,21%
CCCn1c(SCC(=O)NCCc2ccccc2)nnc1-c1ccco1,-7%,5%,-1.1,-0.5%,-5%,1%,3%,i,-18%
O=C(c1c[nH]c(C(=O)C(Cl)(Cl)Cl)c1)c1ccccc1Br,2%,1%,-2.4,-0.3%,-8%,3%,-30%,i,5%
Cc1ccc(S(=O)(=O)Nc2nc3ccccc3nc2N2CCOCC2)cc1,-5%,8%,-4.3,-0.3%,-4%,-2%,6%,i,-6%
CCOc1ccc(/C=C2/SC(=O)NC2=S)cc1,-27%,-15%,-6.6,9.3%,-4%,0%,5%,i,?
